# Screening results deposited in PubChem by several laboratories.
# PMI inhibition: human PMI inhibitors, high substrate, primary screen, biochemical, fluorescence intensity, high mannose 6-phosphate (AID 1220). recombinant PMI enzyme, coupled fluorescence intensity; higher % means a stronger effect. one-dose inhibition, % at 20 µM; IC50 in µM for titrated hits. 190,000 tested, 0.66% active
# Myeloid diff MLP: myeloid differentiation induction; AID 624256; calls only at 10 µM; 360,000 tested, 1% active; ER-HoxA9 myeloid progenitors, lysozyme-GFP differentiation, flow cytometry;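 active means normalized GFP-positive differentiation at or above the plate's own cutoff, the solvent-only control mean plus 3 SD; inconclusive means no clear call, values can overlap the other calls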;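 further: cells exposed to compound for four days before flow analysis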
# Siah-1 displacement: Siah-1 peptide-binding antagonists, primary screen, biochemical, fluorescence polarization, rhodamine-plectin, uHTS (AID 1817). one-dose displacement, % at 20 µM; IC50 in µM for titrated hits. Siah-1 / rhodamine-plectin peptide fluorescence polarization; higher % means a stronger effect. 290,000 tested, 0.02% active;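 active means displacement of at least 50% at 20 µM, with a fluorescence ratio check between 0.3 and a set limit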;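 further: plate controls were Siah plus tracer with DMSO for no effect and tracer alone without Siah for full effect; strong numbers were not always called active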
# WT yeast gro inh: growth inhibition of WT yeast, mitochondrial fusion screen | 190,000 tested, 2.1% active | inhibition, % at 10 µM | mitochondrial fusion phenotypic screen, WT strain; in the data active means inhibition above about 58%; tested in S. cerevisiae
# XIAP antagonists: small molecules displacing peptide from XIAP – biochemical, IAP family, fluorescence polarization (AID 1018) | XIAP BIR domain, fluorescence polarization peptide displacement; higher % means a stronger effect | one-dose displacement, % at 20 µM; IC50 in µM for titrated hits | 200,000 tested, 0.007% active; in the data active means displacement above about 50%; further: a part of the inactive calls stands beside numbers as strong as those of hits
# Salmonella PhoP GFP: inhibitors of PhoP regulon expression, primary screen, Salmonella Typhimurium, GFP reporter (AID 1863); S. Typhimurium PhoP-regulated promoter GFP reporter, 4 h; higher % means a stronger effect; one-dose inhibition, % at 50 µM; IC50 in µM for titrated hits; 300,000 tested, 0.16% active;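 active means inhibition over 29.93%, a cutoff 3 SD above the screen mean, later confirmed by dose response; inconclusive means inhibition over 29.93% but no dose response follow-up; inactive means inhibition at most 29.93% or unconfirmed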;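 further: 0% = low Mg2+ inducing control and 100% = high Mg2+ repressing control; strong numbers were not always called active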
# TNAP activators: human TNAP enzyme activators, primary screen, biochemical, luminescent, no phosphate acceptor, uHTS (AID 1001); purified TNAP, luminescent activation assay, no phosphate acceptor; higher activation fold means a stronger effect; one-dose activation fold at 20 µM; EC50 in µM for titrated hits; 200,000 tested, 0.03% active; in the data active means activation fold from about 3, or a potency from the dose series; inactive means the rest, 99 in 100 with activation fold below about 1.6; further: many of its hits are not listed in these tables
# RSV CPE inhibition: RSV antiviral activity via CPE protection, HEp-2 cells, primary 10 µM value included (AID 2391). 310,000 tested, 0.13% active. HEp-2 cells, RSV-induced CPE inhibition; higher % means a stronger effect. CPE inhibition, % at 10 µM, or IC50 in µM where a hit was titrated; in the data active means a potency from the dose series; inconclusive means CPE inhibition mostly from about 23% at the one dose, without a potency; inactive means the rest, 99 in 100 with CPE inhibition below about 21%; further: strong numbers were not always called active
# human PMI inhibition: inhibitors of human PMI, primary screen, biochemical, fluorescence intensity, coupled assay (AID 1209) | purified PMI enzyme, coupled fluorescence intensity; higher % means a stronger effect | one-dose inhibition, % at 20 µM; IC50 in µM for titrated hits | 190,000 tested, 0.42% active;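 further: plate controls were DMSO vehicle for no effect and wells lacking substrate for full effect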
# WT yeast gro inh mutant strain: recorded beside WT yeast gro inh, whose call it bears; inhibition, %; mitochondrial fusion phenotypic screen, mutant strain inhibition
# Myeloid diff MLP GFP+ MAC1+ %: also measured in Myeloid diff MLP; calls as there; GFP+ MAC1+ double positive, %; measured here: differentiation confirmed by MAC1 staining
# Active calls of the source: *; i = inactive; ? = inconclusive; . = not tested or not shown. Unless noted, no stated cut-off is given here; in the data, active means inhibition above about 50%; inactive means the rest.
SMILES,PMI inhibition,Myeloid diff MLP,Myeloid diff MLP GFP+ MAC1+ %,Siah-1 displacement,WT yeast gro inh,WT yeast gro inh mutant strain,XIAP antagonists,Salmonella PhoP GFP,TNAP activators,RSV CPE inhibition,human PMI inhibition
COc1ccc(Cl)cc1N(CC(=O)Nc1ccccc1SC)S(C)(=O)=O,3%,i,2.8,2%,-3,3,-4.5%,-6%,1,-1.1%,10%
CC(C)c1nc2c(c(=O)c3ccccc3n2C)c(=O)n1CCc1ccccc1,.,i,0.6,-1%,.,.,.,-4%,.,13µM*,.
O=C(Nn1cnc2ccccc2c1=O)c1ccccc1Cl,5%,i,1.6,3%,.,.,-11%,10%,1.1,-1.3%,0%
NS(=O)(=O)c1ccc(NC(=O)CN2CCN(Cc3ccccc3)CC2)cc1,-6%,i,0.5,1%,-4,-10,-1.8%,2%,1.1,-0.2%,-4%
COc1nc(-c2ccccc2)c2cc(C)ccc2n1,.,i,0.1,2%,.,.,.,-8%,.,3.3%,.
COc1ccc(CC(=O)N2CCCc3ccccc32)cc1,-9%,i,2.5,-7%,5,-1,-7.8%,-5%,1,1.9%,-8%
O=C(Nc1cccc(C(F)(F)F)c1)C(Sc1ncnc2ccccc12)c1ccccc1 (stereo not given),6%,i,0.7,0%,10,-2,-2.1%,-5%,1,1.7%,20%
COc1ccc(/C=N/NC(=O)c2c(Br)cnn2C)c2ccccc12,.,i,0.2,-3%,.,.,.,-1%,.,2.8%,.
CC(NC(=O)CCNS(=O)(=O)c1ccc2c(c1)c(=O)n(C)c(=O)n2C)c1ccccc1 (stereo not given),1%,i,2.9,0%,17,9,0.9%,3%,1,.,-10%
O=C(N/N=C/C(Cl)=C/c1ccccc1)c1ccncc1,-5%,i,0.0,15%,2,-13,-1.2%,10%,1.1,3.5%,4%

# Three records drawn at random from those above:
SMILES,PMI inhibition,Myeloid diff MLP,Myeloid diff MLP GFP+ MAC1+ %,Siah-1 displacement,WT yeast gro inh,WT yeast gro inh mutant strain,XIAP antagonists,Salmonella PhoP GFP,TNAP activators,RSV CPE inhibition,human PMI inhibition
O=C(Nn1cnc2ccccc2c1=O)c1ccccc1Cl,5%,i,1.6,3%,.,.,-11%,10%,1.1,-1.3%,0%
O=C(Nc1cccc(C(F)(F)F)c1)C(Sc1ncnc2ccccc12)c1ccccc1 (stereo not given),6%,i,0.7,0%,10,-2,-2.1%,-5%,1,1.7%,20%
CC(NC(=O)CCNS(=O)(=O)c1ccc2c(c1)c(=O)n(C)c(=O)n2C)c1ccccc1 (stereo not given),1%,i,2.9,0%,17,9,0.9%,3%,1,.,-10%

# Next results follow:
SMILES,PMI inhibition,Myeloid diff MLP,Myeloid diff MLP GFP+ MAC1+ %,Siah-1 displacement,WT yeast gro inh,WT yeast gro inh mutant strain,XIAP antagonists,Salmonella PhoP GFP,TNAP activators,RSV CPE inhibition,human PMI inhibition
CCn1c(CC(C)C)n[nH]c1=S,-5%,i,0.3,-2%,0,13,-3.5%,10%,0.7,2.8%,-12%
Cc1cccc(C(=O)NCCCn2ccnc2)c1C,.,i,0.3,-6%,.,.,.,2%,.,-0.5%,.
Cc1ccc(C2C(C#N)=C(N)N(N(C)C)C3=C2C(=O)CCC3)cc1 (stereo not given),58%*,i,0.3,6%,0,3,-4.1%,2%,1.1,2.0%,24%
COC(=O)c1nn(-c2cccc(C)c2)c2nnc(Cc3ccccc3)c(=O)n12,-15%,i,1.7,3%,14,6,-4.8%,3%,1,2.2%,-5%
CCOC(=O)C1=C(C)N=C(SC)N(C)C1c1ccccc1 (stereo not given),9%,i,1.0,-5%,5,5,-6.2%,-1%,1,-1.1%,3%
Cc1ccccc1OCC(=O)N/N=C/c1cc2ccccc2nc1Cl,9%,i,1.0,5%,17,33,-20%,5%,1,4.3%,13%
COc1ccc(CCn2c(=O)[nH]c3cc(C(=O)NCCc4ccccc4)ccc3c2=O)cc1OC,-3%,.,.,0%,5,22,-1.2%,3%,1.1,.,6%
CC(=O)CCc1c(C)c2cc(C)ccc2[nH]c1=O,6%,i,0.5,0%,-13,4,-8.4%,-2%,1.1,9.3%,10%
Cc1noc(C)c1C(=O)Nc1cccnc1,13%,i,7.1,7%,-16,-14,-0.6%,-1%,1.1,-0.8%,16%
Cc1ccc(Nc2ccc(C(=O)NC3CCCCC3)cn2)cc1,.,i,0.6,0%,.,.,.,-9%,.,2.3%,.
O=C(CCCCCNC(=O)N1CCn2c1nc1ccccc12)NCCc1ccccc1,.,i,1.1,5%,.,.,.,-1%,.,0.4%,.
N#CCc1ccc(Oc2ncc(C(F)(F)F)cc2Cl)cc1,4%,i,0.5,9%,22,25,-3.3%,1%,1.1,-0.7%,5%
Cc1ccc(-c2nc(-c3ccncc3)no2)cc1Cl,.,i,0.5,-6%,.,.,.,0%,.,2.0%,.
COC(=O)C1C(c2ccccc2)NC(=O)NC1(O)C(F)(F)Cl (stereo not given),13%,i,0.5,3%,-8,1,-3.8%,-5%,1.1,1.7%,11%
C=CCOc1cccc(C2C(C(=O)c3ccc(C)o3)=C(O)C(=O)N2Cc2ccncc2)c1 (stereo not given),-18%,i,0.4,1%,-3,-8,-7.8%,9%,0.9,2.4%,-17%
COc1cc(CCC(=O)Nc2cnc3ccccc3c2)cc(OC)c1OC,.,i,0.5,2%,.,.,.,-3%,.,-2.9%,.
Cc1ccccc1NC(=S)NNC(=O)c1ccncc1,1%,i,0.1,4%,-21,-1,-2.3%,8%,1.4,1.9%,-3%
Cc1cc2cc(CN(Cc3cccs3)C(=S)NCC3CCCO3)c(=O)[nH]c2cc1C (stereo not given),7%,i,0.8,2%,8,-3,-3.2%,-4%,1.1,?,24%
Cc1c(O)ccc(/C=N/Nc2nc(-c3cccnc3)nc3ccccc23)c1O,.,i,0.0,-3%,.,.,.,-4%,.,-1.0%,.
CCN(CC)CCOc1nnc(-c2ccc(C)cc2)c2ccccc12,-2%,i,0.3,-4%,8,16,-6.6%,-7%,0.9,0.7%,1%
Cc1cc(C)n(CC(=O)N2CCCC(N3CCN(c4ccc(F)cc4)CC3)C2)n1 (stereo not given),.,i,1.0,-5%,.,.,.,0%,.,-0.1%,.
O=C1CN(c2nc3ccccc3n3cnnc23)CC(=O)N1CCc1ccccc1,9%,i,0.6,3%,7,-1,-0.3%,1%,1.2,1.8%,16%
CCOC(=O)N1CCN=C1SCc1ccc(C(F)(F)F)cc1,-1%,i,0.1,3%,0,12,1.3%,-10%,1.1,0.1%,1%
Cc1cc([N+](=O)[O-])ccc1NC(=O)c1sc2ncn(CC(=O)N3CCOCC3)c(=O)c2c1C,.,i,7.3,-1%,.,.,.,6%,.,-0.6%,.
COc1cccc(OC)c1C(=O)Nc1ccc2nc(C)c(C)nc2c1,.,i,0.4,5%,.,.,.,-2%,.,2.1%,.
CN(C)S(=O)(=O)c1ccc(N2CCCC2=O)c([N+](=O)[O-])c1,-3%,i,0.6,9%,-1,-19,-4.5%,9%,1,1.7%,10%
COc1ccc(CC(NC(C)=O)C(=O)N2CCN(C(=O)Nc3cccc(Cl)c3)CC2)cc1OC (stereo not given),-6%,i,0.7,5%,-8,1,-6.9%,5%,1,2.1%,0%
O=C(Nc1cc(S(=O)(=O)Nc2ccc(Cl)cc2)ccc1N1CCCCC1)c1ccc(F)cc1,21%,i,0.7,6%,10,-5,-5.5%,15%,1,13%,28%
O=C(Nc1cccc([N+](=O)[O-])c1)c1ccc2snnc2c1,.,i,1.4,-5%,.,.,.,-4%,.,2.0%,.
COC(=O)C(C)NC(=O)CNS(=O)(=O)c1ccc(F)cc1 (stereo not given),5%,i,0.1,-1%,7,5,-3.3%,-8%,1.1,1.5%,5%
Nc1ccc(-c2nnnn2-c2ccc(N)cc2)cc1,.,i,0.5,5%,.,.,.,4%,.,-0.1%,.
CC(NC(=O)Cn1nc(C(=O)O)c2ccccc2c1=O)c1ccccc1 (stereo not given),-1%,i,2.1,-2%,8,9,-7.1%,13%,1,0.7%,0%
CC(=O)Nc1ccc(SC(C)C(=O)NC(N)=O)cc1 (stereo not given),-3%,i,1.0,-2%,7,23,-3.3%,-8%,1.1,0.5%,-1%
Cc1ccc2[nH]c(=O)cc(C(=O)OC(C)C)c2c1,11%,i,0.2,0%,0,-7,-6.9%,2%,1,0.4%,7%
O=C(NCCN1C(=O)S/C(=C\c2cccs2)C1=O)c1ccco1,-4%,i,0.3,2%,0,3,-6.3%,3%,1.1,0.1%,-1%
NS(=O)(=O)c1ccc(CCNC(=O)C2CCN(S(=O)(=O)c3cccc4cccnc34)CC2)cc1,.,i,2.9,-4%,.,.,.,-1%,.,0.3%,.
O=c1ccc(-c2ccc(S(=O)(=O)NCc3cccc(Br)c3)s2)n[nH]1,.,i,1.4,-2%,.,.,.,-1%,.,5.2%,.
CC(C)(C)NC(=O)COC(=O)c1cc(S(=O)(=O)N2CCCCC2)ccc1N1CCOCC1,9%,i,0.0,-6%,-6,-1,-1.9%,-11%,1.1,2.7%,11%
N#Cc1cc(-c2ccccc2)nc(Oc2ccc(Cl)cc2)n1,12%,i,0.5,4%,-16,3,-1.9%,-13%,1.1,13%,6%
O=[N+]([O-])c1ccccc1/C=N/N1CCN(c2ccc(Cl)cc2)CC1,23%,i,0.5,6%,-1,-47,0.0%,14%,1.1,0.6%,18%
O=C(CN1C(=O)/C(=C\c2cccc(F)c2)Oc2ccccc21)N1CCN(c2ccccn2)CC1,-7%,i,0.6,-3%,-15,8,-6.3%,-22%,1.1,3.6%,10%
CC1=C(CC(=O)NCC(=O)NCC(=O)O)c2cc(F)ccc2/C1=C/c1ccc(S(C)=O)cc1 (stereo not given),.,i,1.0,1%,.,.,.,2%,.,1.8%,.
C[C@@H](C(=O)NCCc1c[nH]c2ccccc12)[C@@H]1C[C@@]1(C)[C@@H](NC(=O)OCc1ccccc1)c1ccccc1,19%,i,0.7,-6%,9,-9,-12%,-21%,1.2,6.1%,22%
O=C(NCCCC(=O)N1CCCCC1)c1ccc(Cl)cc1,.,i,1.0,-2%,.,.,.,1%,.,0.8%,.
O=C(Nc1ccccc1-c1ccccc1)c1ccccc1[N+](=O)[O-],.,i,0.9,-3%,.,.,.,4%,.,1.0%,.
CC1CCN(C(=O)/C(=C\c2ccccc2)NC(=O)c2ccccc2)CC1,.,i,0.3,11%,.,.,.,-1%,.,1.2%,.
O=C(CCc1ccccc1)NNC(=O)COc1ccc(Br)cc1,.,i,0.5,7%,.,.,.,7%,.,0.4%,.
O=C(Cn1nc(C(F)(F)F)c2c1CCCCC2)N1CCOCC1,-7%,i,0.9,-3%,11,7,-8.3%,30%,1.1,0.4%,-1%
O=C(/C=C/c1ccccc1)c1ccc(NC2=NCCCS2)cc1,2%,i,0.6,5%,57,63,-1.2%,15%,1.1,-1.6%,-5%
O=C(c1ccco1)N1CCN(c2c([N+](=O)[O-])nn(-c3ccc(Cl)cc3)[n+]2[O-])CC1,10%,i,0.2,0%,12,19,-7.4%,-9%,1,3.1%,1%
COc1ccccc1NS(=O)(=O)c1cccc(C(=O)N/N=C/c2ccc3c(c2)OCCO3)c1,8%,i,0.5,2%,-12,8,-9.2%,-9%,1.2,2.2%,5%
